Insulin prom inh – inhibitors of insulin promoter-driven GFP, primary screen, imaging, TRM-6 cells (human fetal islet line), eGFP reporter, cell count. inhibition, % at 2 µM. 130,000 compounds, 0.9% hits. reporter expression induced with tamoxifen. AID 1273, 2008;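 active = inhibition above the mean plus 3 SD, with well images judged a real hit on visual review, cut at about 60% in these data, passing the limit was not always enough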
sdo1 growth – growth rescue of sdo1-depleted yeast, primary screen, S. cerevisiae, bone marrow failure model | S. cerevisiae sdo1-depleted JHY4D growth rescue, OD600 30 h; stronger effect = higher value; pdr5 snq2 efflux-pump mutant strain | z-score at 10 µM | 140,000 compounds, 0.21% hits | AID 817, 2007;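 active = z-score above 3 at both the 24 hr and the 30 hr optical density reads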;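 also: z-score against mean and SD of all compound wells on the same plate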
sdo1 growth Rescue 24 h – also measured in sdo1 growth; calls as there; z-score; S. cerevisiae sdo1-depleted JHY4D growth rescue, OD600; measured here: growth rescue at 24 h;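 0 is the plate mean of compound wells and units are plate SD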
* = called active by the depositor; x = not tested or not shown; & = joins results of further samples; [ ] = dose if it differs, or a comment.

cpd | SMILES | Insulin prom inh | sdo1 growth | sdo1 growth Rescue 24 h
1 | CC1(C)Oc2ccc(C(=O)N3CCOCC3)cc2N(CC(=O)N2CCOCC2)C1=O | -21.4 | 0.77 | -0.19
2 | CC1(C(=O)NC2CCCCC2)CCC(=O)N1Cc1cccs1 (stereo not drawn) | x | -0.03 | -0.24
3 | O=C(NCc1ccco1)c1ccc(S(=O)(=O)N2CCCCC2)cc1 | -25.9 | x | x
4 | O=C(c1cc2cc(Br)cc(Br)c2oc1=O)N1CCCc2ccccc21 | x | -0.65 | -0.12
5 | CCOC(=O)C1=C(C)N(CCO)C(=O)NC1c1cccc(O)c1 (stereo not drawn) | -5.6 | -0.49 | -0.69
6 | COc1ccc(C(CNC(=O)c2cc(=O)[nH]c3ccccc23)N2CCCC2)cc1 (stereo not drawn) | -24.2 | 0.69 | -0.17
7 | CCCCNC(=O)Cc1coc2ccc3ccccc3c12 | -30.8 | -0.64&0.15 | -0.11&0.66
8 | O=C(CN1CCN(Cc2ccccc2Cl)C1=O)NCC1CCCO1 (stereo not drawn) | x | 2 | 1.55
9 | COc1cccc(OCCCOc2ccc([N+](=O)[O-])cc2Cl)c1 | x | 0.78 | 0.66
10 | O=[N+]([O-])c1cccc(-c2nc3ccc([N+](=O)[O-])cc3[nH]2)c1 | 91.7* | x | x
11 | CCOc1ccc(NC(=O)N(C2CCCCC2)C(C)c2cccnc2)cc1 (stereo not drawn) | x | -3.41 | -1.79
12 | Cc1cc([N+](=O)[O-])nn1Cc1c(F)c(F)c(F)c(F)c1F | -9.7 | -0.39 | 0.03
13 | CCCN1C(=O)CC(c2ccco2)Sc2ccccc21 (stereo not drawn) | -3.2 | 0.36 | 0.77
14 | Cc1ccccc1N(Cc1ccccc1F)S(C)(=O)=O | -33.3 | 0.27 | 0.31
15 | CC[N+]1=CN(c2ccccc2)C(C)=CC1(C)C | -7.7 | 0.4 | -0.68
16 | Cc1csc2nc(CCNS(=O)(=O)c3cccs3)cn12 | x | 0.15 | -0.45
17 | Cc1cc(NC(=O)c2cnn3c(C(F)(F)F)cc(-c4ccc(Br)cc4)nc23)no1 | 13.3 | -1.42 | 0.06
18 | O=C(CN1CCN(Cc2ccccc2)CC1)Nc1cccc(C(F)(F)F)c1 | -29.7 | -0.15 | -0.32
19 | CCOC(=O)c1c(C)c(C(=O)NCc2ccc3c(c2)OCO3)c(C)n1CC | -122.2 | -1.38 | -0.5
20 | O=C(CC1CCCCC1)NC1CCCC1 | -14.3 | 0.34 | -1.01
21 | O=c1nc2s/c(=C\c3ccco3)c(=O)n2nc1Cc1ccc(F)cc1 | x | -1.26 | -1.2
22 | CCOc1ccc(/C(O)=C2\C(=O)C(=O)N(CCN(C)C)C2c2cc(OC)ccc2OC)cc1Cl (stereo not drawn) | 33.5 | x | x
23 | CCCCOc1ccccc1C(=O)NCCCC(=O)O | 28.8 | 0.49 | 0.22
24 | Cc1ccc(OCCCN2C(=O)C(=O)c3cccc(C)c32)cc1 | 16.7 | 0.42 | 0.84
25 | O=S(=O)(N1CCCCCC1)N1CCN(S(=O)(=O)N2CCOCC2)CC1 | -312.5 | 0.86 | 0.43

In another format: 2 of the compounds above
Order of values: Insulin prom inh	sdo1 growth	sdo1 growth Rescue 24 h
15	CC[N+]1=CN(c2ccccc2)C(C)=CC1(C)C
 : -7.7	0.4	-0.68
16	Cc1csc2nc(CCNS(=O)(=O)c3cccs3)cn12
 : x	0.15	-0.45

Carrying on.
cpd | SMILES | Insulin prom inh | sdo1 growth | sdo1 growth Rescue 24 h
26 | c1ccc(OCCOCCN2CCc3ccccc3C2)cc1 | 17.9 | 0.38 | -0.21
27 | COc1ccc(C(=O)CSc2nn3c(=O)c(C(C)(C)C)nnc3s2)cc1 | x | -1.26 | -1.73
28 | Cc1ccc2[nH]c(=O)c(CN(CCCN(C)C)C(=O)Nc3cccc(Cl)c3)cc2c1 | x | 0.65 | 0.05
29 | O=C(Nc1ccc(S(=O)(=O)N2CCOCC2)cc1)c1ccc(CN2CCc3ccccc3C2)cc1 | 26.7 | 0.1 | -0.59
30 | COC(=O)c1cc(COC(=O)c2ccc3ccccc3n2)oc1C | 9.1 | -0.64 | -0.8
31 | COc1ccc(CNC(=O)COC(=O)CCOc2ccccc2)cc1 | 28.9 | 0.23 | -0.84
32 | O=C(CCNS(=O)(=O)c1ccc(Cl)cc1)NCc1ccccn1 | 23.7 | -0.07 | -0.44
33 | Cc1ccc(NC(=O)CSc2nnc(-c3ccccn3)n2C)cc1 | 65.5 | 0.61 | 0.83
34 | Cc1cnc(C(=O)OCC(=O)Nc2oc(-c3ccccc3)c(-c3ccccc3)c2C#N)cn1 | 50.0 | 0.44 | 0.81
35 | COc1ccc(NC(=O)Nc2ccc3c(c2)N(C)C(=O)CS3)cc1OC | x | 0.69 | 0.3
36 | CN1/C(=C\C(=O)COC(=O)CNC(=O)c2ccc3ccccc3c2)C(C)(C)c2ccccc21 | 13.3 | -0.77 | -0.4
37 | O=c1c2cnn(-c3ccccc3)c2nc(-c2cccs2)n1-c1ccc(Br)cc1 | 35.0 | -1.2[8.1 µM] | -0.42
38 | Cn1c(N)c(C(=O)COC(=O)[C@H](Cc2ccccc2)N2C(=O)c3ccccc3C2=O)c(=O)n(C)c1=O | 30.0 | -0.01 | 0.39
39 | O=C(CN1CCN(c2nc(-c3ccc(F)cc3)cs2)CC1)Nc1ccc2c(c1)OCO2 | x | -1.14 | 0.04
40 | Nc1ccccc1N=c1ssnc1Cl | 35.7 | x | x
41 | c1cnc2c(SCc3ccc(-c4nnco4)cc3)cccc2c1 | x | -1.58 | -1.68
42 | CC1Cc2ccccc2N1S(=O)(=O)c1cccc(C(=O)OCC(=O)NC2CCS(=O)(=O)C2)c1 (stereo not drawn) | -5.7 | 0.74 | 0.38
43 | CC(=O)OCCCNc1cc(Sc2nc3ccccc3s2)c2nonc2c1[N+](=O)[O-] | -27.3 | -2.55 | -2.09
44 | COc1ccc(/C=C/C(=O)NC(=S)Nc2ccccc2C(=O)NC2CCCCC2)cc1 | -7.7 | -1.17 | 0
45 | O=C(C1=C(O)C(=O)N(c2ncccn2)C1c1ccc(Cl)c(Cl)c1)c1ccco1 (stereo not drawn) | 0.0 | 1.08 | 1.11
46 | CCCn1c2c(c(=N)c3c1CCC3)CCCC2 | 16.7 | -0.39 | -1.5
47 | CC12CCC(C(=O)N3CCN(c4ccccc4)CC3)(CC1=O)C2(C)C (stereo not drawn) | x | 0.99 | 1.16
48 | Cc1oc2c(CN3CCCC3)c(O)ccc2c(=O)c1-c1ccccc1 | 10.3 | -0.83 | -1.34
49 | CCOC(=O)c1cccc(NC(=O)CCOc2ccccc2)c1 | -78.6 | x | x
50 | Cc1ccc(C)c(CSc2nc3[nH]ncc3c(=O)[nH]2)c1 | -222.2 | x | x

(continued)
entry	smiles	Insulin prom inh	sdo1 growth	sdo1 growth Rescue 24 h
51	O=C(NC1CCCCC1NC(=O)c1ccco1)c1ccco1 (stereo not drawn)	27.6	0.38	-0.25
52	COc1ccccc1NC(=O)c1ccc(NC(=O)COC(=O)C2CCCCC2)cc1	x	-0.55	-0.82
53	Cc1onc(-c2ccccc2)c1C(=O)n1cc(Br)cn1	-19.4	0.5	0.32
54	CC(C)c1ccc(NC(=O)N(CCc2nc3ccccc3[nH]2)C2CCCC2)cc1	42.9	-1.42	-1.12
55	O=C(Cn1nc(-c2ccc(Cl)cc2)ccc1=O)NCc1ccc2c(c1)OCO2	x	0.65	0.8
56	COc1ccccc1CNC(=O)C(CC(C)C)NC(=O)C1CCC(C)CC1 (stereo not drawn)	2.9	-0.42	-0.31
57	O=C(Cn1cnc2ccccc21)Nc1ccc(F)c(F)c1	28.6	x	x
58	O=C(NC1CCCC1)C(c1ccncc1)N(CCCN1CCOCC1)C(=O)c1ccc(-c2ccccc2)[nH]1 (stereo not drawn)	33.3	x	x
59	CCN(CC)C(=O)CSc1nnc(-c2ccco2)o1	-500.0	0.46	0.12
60	Cc1cc(NC(=O)c2ccccc2-c2ccccc2C(=O)O)no1	64.3*	0.47	0.16
61	Cc1nn(CC#N)c(=O)n1-c1ccccc1	-18.8	0.01	-0.89
62	CCOC(=O)c1c(N)sc2c1CCCC2	0.0	0.52	1.41
63	Cc1cccc(C(=O)NC2CCN(C(=S)NCc3ccco3)CC2)c1	3.3	0.14	0.28
64	CC(CCc1ccco1)NC(=O)Nc1cccc(F)c1 (stereo not drawn)	x	-1.37	-1.21
65	COC(=O)COc1ccc(Cl)cc1C1Nc2ccccc2C(=O)N1c1ccc(OC)cc1 (stereo not drawn)	x	-1.37	-1.28

Next section.
entry	smiles	Insulin prom inh	sdo1 growth	sdo1 growth Rescue 24 h
66	CCc1ccccc1NC(=O)c1ccc(Cn2cc([N+](=O)[O-])cn2)cc1	-38.5	0.77	0.73
67	CC1CCC(NC(=O)Cn2c3c(c(-c4ccccc4Cl)cc2=O)CCC3)CC1 (stereo not drawn)	x	-1.56	-1.47
68	CCOC(=O)CC(Nc1nc(N2CCOCC2)nc(N2CCOCC2)n1)c1ccccc1Cl (stereo not drawn)	x	0.54	1.65
69	Cc1cccc(NC(=O)CSc2nnc(-c3cc(C)n(-c4ccccc4)c3C)o2)c1C	-22.8	-1.77	-1.04
70	CCOC(=O)c1c2n(c3ccc(O)cc13)CCC2	-26.7	-0.57	-0.73
71	COC(=O)CNC(=O)c1ccc2c(c1)S(=O)(=O)c1ccccc1C2=O	x	-0.44	-0.74
72	COc1ccc(O)c(/C=N/n2c(-c3ccco3)csc2=Nc2cccnc2)c1	30.0	-0.59	1.07
73	CC(=O)Nc1ccc2c(c1)nc(CCN1CCC(C)CC1)n2C	-3.1	0.27	0.81
74	N#CCc1ccc(NS(=O)(=O)c2ccc(C3CCCCC3)cc2)cc1	x	-0.48	-0.09
75	NC(=O)C1CC(=O)N(c2ccc(OCc3ccc(Cl)cc3)cc2)C1 (stereo not drawn)	0.0	x	x
76	COc1ccc(OC)c(S(=O)(=O)N2CCc3ccccc32)c1	19.4	-0.59	-1.18
77	N/C(=N\OC(=O)Cc1cccs1)c1ccccc1	-11.4	-0.18	-0.01
78	Cc1ccc(Cl)cc1N1CCN(C(=O)c2ccc3nc[nH]c3c2)CC1	-25.8	0.57	0.5
79	COc1ccccc1NC(=O)c1nn(-c2ccc(F)c(F)c2)ccc1=O	69.2	0.62	2.16
80	CCN(CC)S(=O)(=O)c1ccc(Cl)c(NC(=O)c2cc(Cl)cc(Cl)c2)c1	-17.9	0.25	1.09

Reformatted with one line to a screen: part of the list above.
[63] Cc1cccc(C(=O)NC2CCN(C(=S)NCc3ccco3)CC2)c1
[64] CC(CCc1ccco1)NC(=O)Nc1cccc(F)c1 (stereo not drawn)
[65] COC(=O)COc1ccc(Cl)cc1C1Nc2ccccc2C(=O)N1c1ccc(OC)cc1 (stereo not drawn)
[66] CCc1ccccc1NC(=O)c1ccc(Cn2cc([N+](=O)[O-])cn2)cc1
[67] CC1CCC(NC(=O)Cn2c3c(c(-c4ccccc4Cl)cc2=O)CCC3)CC1 (stereo not drawn)
[68] CCOC(=O)CC(Nc1nc(N2CCOCC2)nc(N2CCOCC2)n1)c1ccccc1Cl (stereo not drawn)
[69] Cc1cccc(NC(=O)CSc2nnc(-c3cc(C)n(-c4ccccc4)c3C)o2)c1C

Compound | 63 | 64 | 65 | 66 | 67 | 68 | 69
Insulin prom inh | 3.3 | x | x | -38.5 | x | x | -22.8
sdo1 growth | 0.14 | -1.37 | -1.37 | 0.77 | -1.56 | 0.54 | -1.77
sdo1 growth Rescue 24 h | 0.28 | -1.21 | -1.28 | 0.73 | -1.47 | 1.65 | -1.04

Next part:
entry	smiles	Insulin prom inh	sdo1 growth	sdo1 growth Rescue 24 h
81	CCc1ccc(CCC(=O)Nc2sc(C)c(C)c2C(=O)OC)o1	13.3	0.39	0.99
82	Cc1ccc(C(=O)n2nc(-c3ccccc3)nc2NCc2ccco2)cc1	20.6	-0.62	-0.31
83	O=C1C=C(NCC2CCCO2)CC(c2ccccc2)C1 (stereo not drawn)	35.7	0.88	-0.02
84	CC(C)(C)C(=O)/C(C#N)=C/c1ccc(O)cc1	33.3	x	x
85	CC(C)COP(=O)(c1ccc(N(C)C)cc1)C(O)c1ccncc1 (stereo not drawn)	16.1	0.72	0.26
86	COC(=O)c1sccc1NC(=O)Nc1ccc(Cl)c(Cl)c1	26.1	0.43	0.63
87	C=CCn1c(=O)c2c3c(sc2n2c(Nc4ccc(C(=O)OCC)cc4)nnc12)CCCC3	14.3	-0.36	0.56
88	C=CCNC(=O)c1onc(CSc2cccc(Cl)c2)c1C(=O)O	24.3	0.38	0.57
89	COc1ccccc1N1CCN(C(=O)c2cc(-c3ccc(Cl)c(Cl)c3)on2)CC1	-6.2	-1.21	-0.48
90	CCOC(=O)CNC(=O)CSc1ncnc2c1cnn2-c1ccccc1	48.6	0.03	-0.76
91	CC(=O)Nc1cc(NC(C)=O)cc(C(=O)OCC(=O)N2CC(C)OC(C)C2)c1 (stereo not drawn)	18.4	0.29	-0.02
92	CCCN(C(=O)CSc1nc2c(cnn2-c2ccccc2)c(=O)[nH]1)C1CCS(=O)(=O)C1 (stereo not drawn)	38.5	0.57	0.17
93	C/C(N)=C(\C#N)C(=O)NCCc1ccccn1	-23.7	1.15	0.6
94	O=C(NCCCN1CCCC1=O)NC12CC3CC(CC(C3)C1)C2	5.3	0.4	-0.23
95	Cc1cccc(-n2nnc(C(=O)Nc3ccc(F)cc3)c2N)c1	x	-1.73	-0.86
96	C=CCNC(=S)NNC(=O)C(CCCC)CC(C)O (stereo not drawn)	13.8	0.83	0.47
97	COc1ccc(OC)c(Nc2nc(-c3sc(NC(=O)C(C)(C)C)nc3C)cs2)c1	6.7	-1.6	-1.04
98	CC(C)(C)c1ccccc1OCC(=O)NCCC(=O)O	0.0	0.06	-0.45

Bioassay records deposited in PubChem by several laboratories.

Only part of the results is shown, so the mix of outcomes need not match the whole.
